# Vif-A3F inh: qHTS for Inhibitors of Vif-A3F Interactions: qHTS; HeLa A3F-eYFP + Vif (tagged APOBEC3F with the HIV-1 protein that degrades it), YFP fluorescence increase; Potency, µM (highest dose often 46.1 µM), without a hit: top-dose activity, negative = active; 390,000 tested, 0.2% active; also: % of control where 0% means no effect; nearly all actives have a fitted effect of over 65% in size
#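 HeLa cells stably expressing A3F-eYFP plus Vif, plated and incubated overnight at 37 deg C, then exposed to compounds overnight at 37 deg C. Blocked degradation read as raised yellow fluorescence (Ex 488/Em 500-530).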
# RGS4 inh: Inhibitors of Regulator of G Protein Signaling (RGS) 4: qHTS | Regulator of G-protein signaling 4 (Homo sapiens), P49798 | Transcreener GDP fluorescence polarization, RGS4-accelerated GTP hydrolysis | Potency, µM (top dose mostly 114 µM), without a hit: at the top dose activity change, negative = inhibition, usual class: inhibitors | 390,000 tested, 0.039% active; also: % is scaled to controls: 0 for no effect and ±100 for the full control effect; nearly all actives have a fitted effect of over 75% in size; some results filed as inactive show a strong effect at the top dose
# Target sequence (P49798 whole entry, looked up): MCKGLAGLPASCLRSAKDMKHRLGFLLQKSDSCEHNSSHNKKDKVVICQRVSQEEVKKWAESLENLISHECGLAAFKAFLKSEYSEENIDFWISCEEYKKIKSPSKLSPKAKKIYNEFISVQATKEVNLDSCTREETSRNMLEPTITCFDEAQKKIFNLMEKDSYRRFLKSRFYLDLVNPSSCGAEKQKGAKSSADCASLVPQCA
#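 MLSMR compounds (23 nl, pin-transferred) preincubated 10 min at room temperature with a 500nM (2x) first reagent, then RGS4 at 900nM (2x) plus Transcreener GDP mix added; fluorescence polarization (620/688 nm) read before and after 90 min at 30 °C.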
# USP1 inh: Inhibitors of USP1/UAF1: Primary Screen; Ubiquitin carboxyl-terminal hydrolase 1 (Homo sapiens), O94782; recombinant USP1/UAF1, Ub-Rhodamine cleavage fluorescence; Potency, µM (top dose mostly 57.1 µM), for inactives: at the top dose activity change, negative = inhibition, hits mostly inhibitors; 390,000 tested, 0.23% active; AID 743255, 2014; also: % is scaled to controls: 0 for no effect and ±100 for the full control effect; nearly all actives have a fitted effect of over 60% in size; inactives centre near -12
#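 Step one: compound is pinned into 1nM USP1/UAF1 in HEPES pH 7.8 buffer with TCEP. Step two: 15 min room-temperature incubation. Step three: Ub-Rho (150nM final) starts cleavage, tracked by fluorescence over six one-minute reads.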
# ALOX12 inh: Primary qHTS assay for inhibitors of human arachidonate 12S-lipoxygenase (ALOX12): Round 2. purified 12hLO, xylenol orange hydroperoxide absorbance. Potency, µM (doses to about 108 µM), inactives show top-dose activity change, negative = inhibition, most hits filed as inhibitors. 580,000 tested, 1.1% active. AID 1671190, 2021; also: % is scaled to controls: 0 for no effect and ±100 for the full control effect
#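 Purified human 12hLO (150 nM final) in 25 mM Hepes, 0.01% Triton X-100, pH 7.0 was preincubated 15 min at room temperature with compound. Then 40 uM arachidonic acid was added, 30 min. Hydroperoxide was read by Fe-XO absorbance ratio 573/405 nm.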
# TrxR1 inh: qHTS Assay for Inhibitors of Mammalian Selenoprotein Thioredoxin Reductase 1 (TrxR1): qHTS; Thioredoxin reductase 1, cytoplasmic (Rattus norvegicus), O89049; recombinant rTrxR1, NADPH fluorescence consumption, selenite substrate; Potency, µM (doses to about 114 µM), for inactives: at the highest dose activity change, negative = inhibition, hits mostly inhibitors; 390,000 tested, 1% active; also: % is scaled to controls: 0 for no effect and ±100 for the full control effect; nearly all actives have a fitted effect of over 65% in size
#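 Rat TrxR1 (90 nM in the dispensed reagent) was pre-reduced with 400 uM NADPH for 5 min at room temperature, then incubated with compound for 15 min. After 400 uM selenite was added, NADPH fluorescence (Ex 340/Em 450 nm) was followed for 8 min.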
# IDH1 R132H inh: qHTS for Inhibitors of mutant isocitrate dehydrogenase 1 (IDH1): qHTS | IDH1-R132H enzyme, NADPH consumption, diaphorase/resazurin fluorescence | Potency, µM (series often up to 76.6 µM), inactives show at the top dose activity change, negative = inhibition, usual class: inhibitors | 390,000 tested, 0.093% active; also: % is scaled to controls: 0 for no effect and ±100 for the full control effect; nearly all actives have a fitted effect of over 65% in size
# Target sequence (O75874 whole entry R132H, stated change not applied): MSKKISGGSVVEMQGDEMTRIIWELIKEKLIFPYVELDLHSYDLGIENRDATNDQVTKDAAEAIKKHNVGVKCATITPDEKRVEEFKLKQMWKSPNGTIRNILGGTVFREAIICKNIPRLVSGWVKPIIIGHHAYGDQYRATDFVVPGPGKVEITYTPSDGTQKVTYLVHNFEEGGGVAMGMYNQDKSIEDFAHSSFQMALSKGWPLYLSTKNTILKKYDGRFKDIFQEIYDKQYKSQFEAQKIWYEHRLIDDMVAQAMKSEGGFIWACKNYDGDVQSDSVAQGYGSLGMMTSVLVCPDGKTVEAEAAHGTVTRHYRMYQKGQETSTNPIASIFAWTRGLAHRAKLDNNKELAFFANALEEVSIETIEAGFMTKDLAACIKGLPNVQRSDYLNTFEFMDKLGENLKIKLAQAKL
#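 IDH1-R132H (0.5 ug/mL) preincubated 30 min with compound, then NADPH (0.016 mM) and alpha-KG (2 mM) added; 80 min at RT, pH 7.5. Remaining NADPH coupled via diaphorase/resazurin to fluorescence (540/590 nm); concentration-response curves normalized to no-enzyme control.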
# Vif-APOBEC3G blk: qHTS for Inhibitors of Vif-A3G Interactions: qHTS | AID 602310, 2012 | 410,000 tested, 0.076% active | HeLa A3G-eYFP + Vif (tagged APOBEC3G with the HIV-1 protein that degrades it), YFP fluorescence, overnight | Potency, µM (highest dose often 46.1 µM), without a hit: at the top dose activity, negative = active, usual class: inhibitors;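 also: % is scaled to controls: 0 for no effect and ±100 for the full control effect; nearly all actives have a fitted effect of over 60% in size; hits raise eYFP signal because A3G escapes Vif-driven loss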
# Target sequence (Q9HC16 whole entry, looked up): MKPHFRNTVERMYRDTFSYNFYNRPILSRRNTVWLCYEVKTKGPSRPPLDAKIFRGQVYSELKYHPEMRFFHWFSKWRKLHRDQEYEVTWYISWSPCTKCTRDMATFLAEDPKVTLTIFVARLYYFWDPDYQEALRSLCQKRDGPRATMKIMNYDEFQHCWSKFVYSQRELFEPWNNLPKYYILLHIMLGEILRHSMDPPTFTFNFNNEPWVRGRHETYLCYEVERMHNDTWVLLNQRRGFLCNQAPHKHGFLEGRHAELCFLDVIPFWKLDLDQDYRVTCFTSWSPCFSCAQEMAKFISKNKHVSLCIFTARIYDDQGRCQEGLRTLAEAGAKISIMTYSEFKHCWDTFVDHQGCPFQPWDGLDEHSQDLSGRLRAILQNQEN
#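 Read-out is eYFP fluorescence (Ex 488/Em 500-530) from Vif-expressing HeLa A3G-eYFP cells; more signal means A3G escaped Vif-mediated degradation. Cells plated overnight, compound pinned in, incubated overnight at 37 deg C.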
# RXFP1 agonist: qHTS Assay for Agonists of the Relaxin Receptor RXFP1; Relaxin receptor 1 (Homo sapiens), Q9HBX9; HEK293T-RXFP1 cAMP TR-FRET, 30 min; response scale: percent of porcine relaxin response, buffer zero; Potency, µM (series often up to 57.5 µM), inactives show top-dose activation, usual class: activators; 370,000 tested, 0.3% active; AID 2676, 2010; also: % is scaled to controls: 0 for no effect and ±100 for the full control effect; nearly all actives have a fitted effect of over 60% in size; many of its hits are not listed in these tables
#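 cAMP rise read by TR-FRET after 30 min, 37C compound exposure (up to 58 uM) in RXFP1-transfected HEK293 cells with Ro 20174 present. EC50 from Hill-equation fits, with 29 nM porcine relaxin as 100% and buffer as basal.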
# TrxR1 substrate: qHTS Assay for Substrates of Mammalian Selenoprotein Thioredoxin Reductase 1 (TrxR1): qHTS; Thioredoxin reductase 1, cytoplasmic (Rattus norvegicus), O89049; Potency, µM (highest dose often 114 µM), for inactives: at the top dose activity change, negative = substrate turnover; 390,000 tested, 0.01% active; purified TrxR1 substrate turnover, NADPH consumption readout; also: % is scaled to controls: 0 for no effect and ±100 for the full control effect; nearly all actives have a fitted effect of over 50% in size
#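 Rat TrxR1, dispensed at 90 nM, was prereduced with 400 uM NADPH (final) for 5 min at ~22 deg C, then incubated with compound 15 min before 400 uM selenite. A first-read NADPH fluorescence drop versus no-compound background flagged substrates.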
# The depositor's hits bear a star; u = inconclusive; x = no result given; & = joins results of further samples; [ ] = remark or other dose. Calls follow the shape of the dose curve; as a rule, active = well fitted curve in the direction sought with a large enough effect; inconclusive = small, poorly fitted or top-dose-only effect, or another doubt; inactive = no such curve, though single readings can be large; an effect the other way counts as inactive or inconclusive. Potency is read from the fitted curve at half-maximal effect. Not all compounds are listed; rates above refer to the full screens.
(1) CCN(Cc1nc2cc(Cl)ccc2c(=O)[nH]1)C(=O)c1cccc(NC(=O)c2cccs2)c1
(2) COc1ccc(NC(=O)CSc2nnc(-c3cccs3)n2N)cc1S(N)(=O)=O
(3) COc1ccc(C)cc1NC(=O)c1nn(C)cc1Br
(4) Cc1nn(C)c(C)c1CCNC(=O)Nc1ccccc1C(F)(F)F
(5) Clc1cccc(-c2nc(NCC3CCCO3)c3ccccc3n2)c1 (stereo not given)
(6) CCOC(=O)c1cn(Cc2c(C)c(C)c(C)c(C)c2C)nn1
assay / entry,1,2,3,4,5,6
Vif-A3F inh,-3%,10%,4%,-4%,-24%,4%
RGS4 inh,-14%,14%,14%,10%,-11%,10%
USP1 inh,-17%,1%,-3%,-1%,-19%,-2%
ALOX12 inh,u,-25%,89%[activator],-8%,-13%,-12%
TrxR1 inh,30%,6%,12%,11%[57.1 µM],14%[57.1 µM],1%
IDH1 R132H inh,3%,-2%,0%,0%,-3%,7%
Vif-APOBEC3G blk,-17%,6%,-1%,-3%,-8%,0%
RXFP1 agonist,-0.4%,x,1.0%,0.5%,-0.2%,0.4%
TrxR1 substrate,3%,-3%,-5%,-2%[57.1 µM],8%[57.1 µM],-7%

(7) Cc1ccc(Cl)c(OCC(=O)OCC(=O)NC2CCCc3ccccc32)c1 (stereo not given)
(8) COc1ccc(C(=O)Cc2cc(OC)c(OC)cc2[N+](=O)[O-])c(OC)c1
(9) C[C@]12C(=O)N(c3ccc(Br)cc3)C(=O)N1[C@H]1c3ccccc3OC[C@@H]1[C@H]2c1ccccc1
(10) O=[N+]([O-])c1cnc2ccccn12
(11) Nc1cccc(-c2cc3ccccc3oc2=O)c1
(12) CCOc1ccccc1NC(=O)CSc1nncc2ccccc12
assay / entry,7,8,9,10,11,12
Vif-A3F inh,1%,-1%,-10%,-29%,-9%,1%
RGS4 inh,-19%,-8%,-6%,29%,u,23%
USP1 inh,-17%,u,-20%,-18%,1%,-2%
ALOX12 inh,-7%,9%,7%,45%[activator],0%,-5%
TrxR1 inh,19%,13%,21%,5%,9%[57.1 µM],u
IDH1 R132H inh,10%,4%,-7%,-5%,3%,-8%
Vif-APOBEC3G blk,0%,-6%,-8%,3%,-2%,-2%
RXFP1 agonist,-0.8%,-0.2%,x,7.8%,-0.4%,5.6%
TrxR1 substrate,7%,8%,-3%,-4%,2%[57.1 µM],-21%

# Values in list order from the list.
# TrxR1 inh for entries 6–11, in order: 1%, 19%, 13%, 21%, 5%, 9%[57.1 µM]
# TrxR1 substrate for entries 6–11, in order: -7%, 7%, 8%, -3%, -4%, 2%[57.1 µM]

# (listing goes on)
(13) CCC(C)[C@H](NC(=O)Nc1ccccc1F)C(=O)O (stereo not given in full)
(14) CCOC(=O)Nc1cc(C(=O)OC)ccc1C
(15) NC(=O)C1CCCN(C(=O)CNC(=O)C23CC4CC(CC(C4)C2)C3)C1 (stereo not given)
(16) CCOc1cc(/C=N/NS(=O)(=O)c2ccccc2)ccc1OS(=O)(=O)c1ccc(C)cc1
(17) COCc1c(Br)c(C)nc(OCC(=O)O)c1C#N
(18) Cc1ccc(NC(=O)CSCC(N)=O)cc1C
assay / entry,13,14,15,16,17,18
Vif-A3F inh,1%,1%,5%,1%,-4%,-7%
RGS4 inh,14%,-1%,-11%,-4%,-25%,19%
USP1 inh,-13%,2%,-3%,-17%,-15%,-2%
ALOX12 inh,-3%,u,7%,78%[activator],14%[57.4 µM],15%
TrxR1 inh,31%,2%,20%,17%[57.1 µM],-2%,22%
IDH1 R132H inh,6%,-1%,3%,0%,10%,4%
Vif-APOBEC3G blk,-6%,-1%,3%,-13%,2%,0%
RXFP1 agonist,0.0%,2.0%,0.4%,-0.7%,-1.1%,0.1%
TrxR1 substrate,5%,-8%,7%,7%[57.1 µM],-10%,10%[57.1 µM]

(19) COc1ccc(C(=O)OCCOc2cccc(Cl)c2)cc1S(=O)(=O)N1CCOCC1
(20) CCN(CC(=O)Nc1c(F)cccc1F)C(=O)/C=C/c1ccc(C)cc1
(21) Cc1ccc(NC(=O)CSc2ncnc3c2sc2ccccc23)cc1C
(22) Cc1cccc(C)c1NC(=O)CN1C(=O)c2cccc3cccc1c23
(23) CCNC(=O)c1ccc(-n2nc(C(F)(F)F)c3c2CCCC3)cc1
(24) O=C(NCc1ccccc1)C1CCN(S(=O)(=O)Cc2ccccc2)CC1
assay / entry,19,20,21,22,23,24
Vif-A3F inh,1%,0%,-3%,-19%,-7%,-3%
RGS4 inh,0%,-13%,25%,3%,-25%,8%
USP1 inh,-10%,2%,10%,-16%,-15%,-26%
ALOX12 inh,17%,26%,1%,-7%,18%,-9%
TrxR1 inh,-10%,13%,18%[57.1 µM],39%[activator][57.1 µM],-4%[57.1 µM],13%
IDH1 R132H inh,1%,-8%,-1%,7%,-2%,14%
Vif-APOBEC3G blk,1%,-4%,-2%,-5%,2%,3%
RXFP1 agonist,0.9%,-0.1%,u,6.6%,0.6%,9.0%
TrxR1 substrate,-12%,5%,-3%[57.1 µM],7%[57.1 µM],-4%[57.1 µM],30%

# Part of the list above with just USP1 inh:
item | SMILES | USP1 inh
6 | CCOC(=O)c1cn(Cc2c(C)c(C)c(C)c(C)c2C)nn1 | -2%
21 | Cc1ccc(NC(=O)CSc2ncnc3c2sc2ccccc23)cc1C | 10%
22 | Cc1cccc(C)c1NC(=O)CN1C(=O)c2cccc3cccc1c23 | -16%
9 | C[C@]12C(=O)N(c3ccc(Br)cc3)C(=O)N1[C@H]1c3ccccc3OC[C@@H]1[C@H]2c1ccccc1 | -20%

# The listing continues:
(25) CCOC(=O)c1oc2cc(O)ccc2c(=O)c1-c1ccc(OC)cc1
(26) OC(COc1cccc2ccccc12)CN1CCN(c2ccc(Cl)cc2)CC1 (stereo not given)
(27) Cn1c(=O)c2c(nc(Oc3ccccc3)n2Cc2c(Cl)cccc2Cl)n(C)c1=O
(28) O=C(NCc1ccc2c(c1)OCO2)c1ccc(CS(=O)Cc2cccc(Cl)c2)o1 (stereo not given)
(29) COC(=O)C1CN(C(=O)COc2cc(C)cc(C)c2)c2ccccc2O1 (stereo not given)
(30) Cc1noc(C)c1C(=O)OC(C)C(=O)Nc1ccc2c(c1)OCO2 (stereo not given)
assay / entry,25,26,27,28,29,30
Vif-A3F inh,-7%,u,1%,-9%,4%,2%
RGS4 inh,15%,-27%,0%,11%,-15%,3%
USP1 inh,-2%,u,u,-8%,-26%,-9%
ALOX12 inh,72%[activator],-6%,-3%,8%,0%,7%
TrxR1 inh,13%,19%,6%,21%,28%,11%
IDH1 R132H inh,2%,-3%,29%,9%,6%,-7%
Vif-APOBEC3G blk,0%,-7%,5%,-10%,0%,6%
RXFP1 agonist,0.0%,22%&1.7%,2.7%,0.4%,5.9%,x
TrxR1 substrate,-2%,-3%,-1%,1%,7%,-3%

(31) Cc1cc(Cl)c(S(=O)(=O)N2CCN(c3ccc(F)cc3)CC2)cc1OCC(N)=O
(32) CCc1ccc(Cn2nnc3c(=O)[nH]c(C4CCCN(C(=O)c5cccc(Cl)c5)C4)nc32)cc1 (stereo not given)
(33) CCC1CCCCN1C(=O)CSc1nnc(-c2cccs2)o1 (stereo not given)
(34) c1csc(C(c2nnnn2C2CCCCC2)N2CCCC3(CCCCC3)C2)c1 (stereo not given)
(35) O=C1[C@H](Oc2ccccc2)[C@@H](c2ccncc2)N1c1ccncc1
(36) CCOc1[nH]n(-c2ccc(Cl)cc2)c(=O)c1C=Nc1ccc(O)cc1
(37) COc1ccc(C)cc1S(=O)(=O)N(C)CC(=O)NC1CCCCC1
assay / entry,31,32,33,34,35,36,37
Vif-A3F inh,6%,x,-1%,-2%,-1%,0%,0%
RGS4 inh,-20%,14%,-30%,-13%,12%,14%[11.4 µM],-40%
USP1 inh,-16%,-20%,-20%,-17%,-19%,-14%,-18%
ALOX12 inh,0%,u,0%,-24%,0%,-21%,-3%
TrxR1 inh,19%[57.1 µM],9%,6%[57.1 µM],29%,18%,16%[57.1 µM],16%[57.1 µM]
IDH1 R132H inh,4%,x,4%,-1%,25%,-2%,4%
Vif-APOBEC3G blk,1%,x,2%,0%,-2%,-23%,0%
RXFP1 agonist,0.6%,-1.0%,3.4%,0.0%,x,-5.0%,2.2%
TrxR1 substrate,3%[57.1 µM],-2%,8%[57.1 µM],8%,5%,-15%,-4%[57.1 µM]

# Compound activity from PubChem.
